High-throughput results (PubChem BioAssay)
West Nile antiviral: West Nile virus antiviral activity, cell-based, CPE readout (AID 1621); West Nile virus-infected cells, CPE inhibition; higher % means a stronger effect; CPE inhibition, % at 10 µM; hits with a dose series show IC50 in µM; 0.02% of 290,000 active; in the data active = a potency from the dose series; inconclusive = CPE inhibition mostly from about 3.7% at the one dose, without a potency; inactive = the rest, 99 in 100 with CPE inhibition below about 2.2%; also: strong numbers were not always called active
RSV antiviral HEp-2: RSV antiviral activity via CPE protection, HEp-2 cells, primary 10 µM value included (AID 2391) | HEp-2 cells, RSV-induced CPE inhibition; higher % means a stronger effect | one-dose CPE inhibition, % at 10 µM; IC50 in µM for titrated hits | 0.13% of 310,000 active; in the data active = a potency from the dose series; inconclusive = CPE inhibition mostly from about 23% at the one dose, without a potency; inactive = the rest, 99 in 100 with CPE inhibition below about 21%; also: strong numbers were not always called active
Large T inhibition: SV40 large T antigen inhibitors, biochemical (AID 1903); SV40 large T antigen ATPase/helicase inhibition assay; higher % means a stronger effect; inhibition, % at 20 µM; hits with a dose series show IC50 in µM; 0.39% of 310,000 active; in the data active = a potency from the dose series; inconclusive = inhibition mostly from about 32% at the one dose, without a potency; inactive = the rest, 99 in 100 with inhibition below about 32%; also: strong numbers were not always called active
Dengue-2 NS5 capping: Dengue-2 NS5 methyltransferase inhibitors, primary screen, biochemical, confirmation dose response (AID 588689). 0.3% of 340,000 active. one-dose inhibition, % at 25 µM; IC50 in µM for titrated hits. Genome polyprotein (Dengue virus type 2 (strain 16681-PDK53)). Dengue-2 NS5 methyltransferase capping enzyme assay, biochemical; higher % means a stronger effect; in the data active = a potency from the dose series; inconclusive = inhibition above about 29% without an active follow-up result
Yfh1-off respiration: enhancers of respiration in Yfh1-depleted yeast, dose response, Friedreich's ataxia, plus single-dose screen (AID 1465); S. cerevisiae Yfh1-off respiration, WST-1 reduction, 72 h; higher fold induction means a stronger effect; fold induction at 50 µM; hits with a dose series show EC50 in µM; 0.074% of 220,000 active;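 active = fold induction of absorbance versus untreated yeast above a set limit, then at least 30% activation at any dose in follow-up; inconclusive = repeats straddling the limit, or above it without dose testing; inactive = fold induction below the set limit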;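 also: activators that raise dye reduction in frataxin-depleted yeast; strong numbers were not always called active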
WT yeast gro inh: growth inhibition of WT strain, primary screen, mitochondrial fusion inhibitor project, WT and mutant strains, chemical genetic. inhibition, % at 10 µM. 2.1% of 190,000 active. mitochondrial fusion phenotypic screen; in the data active = inhibition above about 58%; tested in S. cerevisiae
XIAP displacement: XIAP antagonists, biochemical, IAP family, fluorescence polarization (AID 1018) | E3 ubiquitin-protein ligase XIAP (Homo sapiens) | XIAP BIR domain, fluorescence polarization peptide displacement; higher % means a stronger effect | displacement, % at 20 µM, or IC50 in µM where a hit was titrated | 0.007% of 200,000 active; in the data active = displacement above about 50%; also: a part of the inactive calls stands beside numbers as strong as those of hits
CSM14.1 death rescue: rescue of cells from ER stress-induced death, primary screen, 384-well, CSM14.1, thapsigargin, ATP luminescence (AID 1222); CSM14.1 thapsigargin-induced death rescue, ATP luminescence; higher % means a stronger effect; one-dose cellular ATP content (survival), % at 20 µM; EC50 in µM for titrated hits; 190,000 tested, under 10 active;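 active = EC50 below 50 µM in the dose-response confirmation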;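 also: death triggered by thapsigargin at about 15 µM added after 2 h compound pretreatment; cell ATP read after overnight thapsigargin exposure of roughly 18 to 22 hours; normalized against plate controls of thapsigargin alone and 5% DMSO vehicle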
K1F lysis inhibition: inhibition of K1F phage lysis, E. coli UTI89, bacterial capsule biogenesis inhibitors, alamar blue (AID 488966) | E. coli UTI89 K1F phage lysis, alamar blue, 2 h; higher % means a stronger effect | one-dose inhibition, % at 100 µM; IC50 in µM for titrated hits | 0.02% of 340,000 active;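 active = phage lysis inhibition, versus mean bacterial control, above a set limit; inconclusive = no clear call, values can overlap the other calls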;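 also: capsule biogenesis inhibitors block K1F phage lysis so surviving cells raise fluorescence; higher fluorescence means more inhibition of phage lysis; actives were called in the ten point dose series up to 300 µM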
WT yeast gro inh mutant strain: further read-out of WT yeast gro inh, marked with its call; inhibition, %; mitochondrial fusion phenotypic screen, mutant strain inhibition
* hit, by the source's call; i = inactive; ? = inconclusive; · = not tested or not shown; [ ] = another dose, or the depositor's remark.

SMILES	West Nile antiviral	RSV antiviral HEp-2	Large T inhibition	Dengue-2 NS5 capping	Yfh1-off respiration	WT yeast gro inh	WT yeast gro inh mutant strain	XIAP displacement	CSM14.1 death rescue	K1F lysis inhibition
COc1ccc(N/N=C/c2c(C(=O)O)ccc3ccccc23)cc1	?	6.7%	16.9%	-6.5%	i	·	·	·	·	1.3%[50 µM]
Cc1cc(=O)oc(C)c1C(=O)Nc1ccccc1F	0.3%	·	4.7%	-3.1%	i	·	·	·	·	-0.3%
Cc1ccc(NC(=O)c2ccc(CSc3ccccn3)cc2)cc1	0.1%	5.8%	2.4%	-4.8%	i	23.1	7.9	-7.8%	0.5%	0.2%
COc1cc(/C=C(\C#N)C(=O)Nc2ccc3c(c2)OCCO3)ccc1O	-0.2%	0.4%	31.1%	-94.3%	i	·	·	·	·	0.0%
C/C(CC(=O)NCc1ccco1)=N\NC(=O)c1ccc(Cl)cc1Cl	0.2%	0.7%	5.9%	-1.8%	·	·	·	·	·	0.1%
CCCS(=O)(=O)C(=C(Nc1ccccc1)Nc1ccccc1)S(=O)(=O)CCC	-0.9%	-0.9%	-0.5%	0.7%	i	·	·	-1.1%	-3.1%	0.1%
COC(=O)C1=CN(C(C)c2ccccc2)C=C(C(=O)OC)C1c1cc(OC)c(OC)c(OC)c1 (stereo not drawn)	-1.4%	4.6%	1.6%	-7.8%	·	·	·	·	·	-1.6%[50 µM]
O=C1Cc2ccccc2C(=O)N1c1ccc(F)cc1Cl	-0.1%	0.7%	12.0%	-5.8%	·	·	·	·	·	0.2%
COc1ccc(C)cc1Nc1n[n+](-c2ccccc2)c(-c2cc(OC)c(OC)cc2Br)s1	-0.8%	13.7%	22.4%	-2.8%	·	·	·	·	·	0.5%
COCCN(C(=O)CSc1nnc(C)n1-c1ccccc1)c1c(N)n(Cc2ccccc2)c(=O)[nH]c1=O	-0.1%	1.1%	17.6%	-1.5%	i	-10.2	-3.5	-2.5%	-3.7%	2.5%
O=[N+]([O-])c1ccc(/C=N/N2CCCCC2)cc1	-0.8%	12.5%	4.7%	-3.4%	·	·	·	·	·	0.0%
O=C(O)CC/C(=C\c1ccc(N2CCCC2)c([N+](=O)[O-])c1)c1nc2ccccc2s1	-0.1%	43.9%	11.1%	43.1µM*	i	-11.9	9.1	-4.9%	0.0%	-1.7%
O=C1OC(C(=O)NCc2ccccc2)Cc2ccccc21 (stereo not drawn)	0.2%	2.5%	4.0%	5.4%	i	-1.0	-0.3	-4.6%	-18.7%	0.4%
Cc1ccn(CC(=O)N2CCCC(N3CCN(c4cccc(Cl)c4)CC3)C2)n1 (stereo not drawn)	-0.6%	1.2%	18.5%	-2.6%	·	·	·	·	·	0.4%
COc1ccc(/C=N\Nc2ccccc2[N+](=O)[O-])c(C(=O)O)c1OC	0.3%	-0.9%	5.7%	0.0%	?	·	·	·	·	-0.2%
O=C(NCCN1CCOCC1)c1ccncc1	0.6%	2.0%	2.2%	-1.6%	i	-6.7	6.5	-7.7%	1.6%	0.8%
O=C(O)C1Sc2[nH]c(=O)sc2C2c3cc(Br)ccc3OC(=O)C12 (stereo not drawn)	0.1%	3.7%	35.7%	15.5%	i	·	·	·	·	-0.2%
CC(C)Oc1cccc(C(=O)NC(=S)Nc2ccccc2N2CCOCC2)c1	0.5%	?	16.2%	-6.6%	·	·	·	·	·	0.5%[50 µM]
CN1CCN(C(=S)C(=O)Nc2ccccc2)CC1	0.0%	0.8%	0.8%	-2.3%	i	-7.9	-13.9	-16.9%	-0.8%	0.3%
Cc1nc(N)sc1C(=O)N/N=C/c1c[nH]c2ccccc12	0.4%	-2.3%	30.1%	-2.0%	i	0.2	11.1	1.1%	-2.0%	1.8%

Another view of some results above.
| SMILES | West Nile antiviral | RSV antiviral HEp-2 | Large T inhibition | Dengue-2 NS5 capping | Yfh1-off respiration | WT yeast gro inh | WT yeast gro inh mutant strain | XIAP displacement | CSM14.1 death rescue | K1F lysis inhibition |
| --- | --- | --- | --- | --- | --- | --- | --- | --- | --- | --- |
| O=C(O)CC/C(=C\c1ccc(N2CCCC2)c([N+](=O)[O-])c1)c1nc2ccccc2s1 | -0.1% | 43.9% | 11.1% | 43.1µM* | i | -11.9 | 9.1 | -4.9% | 0.0% | -1.7% |
| O=C1OC(C(=O)NCc2ccccc2)Cc2ccccc21 (stereo not drawn) | 0.2% | 2.5% | 4.0% | 5.4% | i | -1.0 | -0.3 | -4.6% | -18.7% | 0.4% |

(more compounds)
SMILES	West Nile antiviral	RSV antiviral HEp-2	Large T inhibition	Dengue-2 NS5 capping	Yfh1-off respiration	WT yeast gro inh	WT yeast gro inh mutant strain	XIAP displacement	CSM14.1 death rescue	K1F lysis inhibition
O=C(COC(=O)c1cc(NS(=O)(=O)c2cccs2)ccc1O)Nc1ccccc1	0.0%	4.1%	9.6%	-2.3%	i	·	·	·	·	0.0%
COc1cc2[nH]c3c(=O)n(CCN(C(C)C)C(C)C)cnc3c2cc1OC	-0.3%	1.0%	-0.8%	-8.8%	i	14.6	10.2	-6.3%	-0.7%	-3.9%
Cc1ccc(S(=O)(=O)N2CCN(CC(=O)N3CCOCC3)CC2)cc1	-0.1%	0.1%	1.5%	-4.5%	·	·	·	·	·	0.1%[50 µM]
O=S(=O)(Nc1cccc(-n2cnnn2)c1)c1cnc(Cl)c(Cl)c1	0.1%	0.8%	12.4%	-6.2%	·	·	·	·	·	0.4%
CCc1cccc(NC(=S)N2CCC(c3ccccc3)C2)c1 (stereo not drawn)	-1.5%	1.2%	16.9%	-13.1%	i	76.3*	70.8*	-6.2%	-13.1%	0.3%
CC(C)(CNC(=O)CC1C(=O)NCCN1Cc1cccc(F)c1)N1CCOCC1 (stereo not drawn)	0.6%	0.1%	·	3.5%	·	·	·	·	·	-0.1%
Cc1nc(NCCC(C)C)c2nnn(Cc3ccccc3)c2n1	-0.7%	7.7%	6.1%	-4.1%	·	·	·	·	·	0.1%
COc1ccc(-c2c(C)n([O-])c3c([n+]2=O)CCCCC3)cc1OC	-0.2%	2.5%	54.6%	-4.5%	i	-7.4	4.1	-3.4%	1.2%	0.1%
COCCCNC(=O)N1c2ccccc2Sc2ccccc21	-1.1%	0.3%	-2.1%	-2.9%	·	·	·	·	·	0.2%
COC(=O)c1nnn(-c2nc(N3CCOCC3)nc(N3CCOCC3)n2)c1C	0.2%	-1.5%	6.0%	-8.9%	i	-12.4	-17.5	0.3%	0.1%	0.4%
COc1ccc(NC(=O)c2ncn[nH]2)cc1	0.3%	2.3%	9.3%	-3.3%	i	-6.2	-8.5	-1.7%	-0.6%	0.9%
O=[N+]([O-])c1ccc(-n2cc(-c3ccccc3)nn2)cc1	0.2%	1.0%	3.8%	5.2%	·	·	·	·	·	-0.1%
CCn1cc(C(=O)NCC2CCCO2)c(=O)c2cc(S(=O)(=O)N(C)C3CCCCC3)ccc21 (stereo not drawn)	0.0%	0.2%	16.5%	-6.5%	i	8.6	1.2	-0.2%	·	1.9%
CC(C)COc1ccc(C(=O)NC(CC(C)C)C(=O)O)cc1 (stereo not drawn)	-0.1%	-0.6%	13.3%	0.0%	i	-6.0	-0.9	-3.6%	-0.2%	0.3%
O=C(COC(=O)CC12CC3CC(CC(Br)(C3)C1)C2)NC(=O)NCc1ccco1	0.5%	1.4%	?	-5.0%	i	-7.9	-4.2	-6.4%	2.8%	6.1%
C=CCNc1nc(-c2c(C)nc3ncccn23)cs1	0.6%	2.5%	10.8%	5.4%	·	·	·	·	·	-0.4%
COc1ccc(CC(=O)NNc2ncnc3c2cnn3-c2ccccc2)cc1	-0.8%	1.6%	0.1%	2.6%	i	-8.0	5.3	-1.2%	7.3%	2.1%
Cc1cc(S(=O)(=O)NCc2ccc3c(c2)OCO3)ccc1F	-0.8%	-2.4%	-1.2%	-0.8%	·	·	·	·	·	5.9%
CCOc1ccc(NC(=O)c2cc(Cl)nc3ccccc23)cc1	0.1%	0.6%	3.1%	-9.3%	i	·	·	·	·	0.3%
CN1CCN(c2ccc(Cl)cc2NC(=O)c2ccc([N+](=O)[O-])cc2)CC1	1.1%	-3.3%	-1.8%	-3.8%	i	·	·	·	·	-0.4%[50 µM]
CCCCc1cc(=O)oc2cc(C)cc(OCc3nn[nH]n3)c12	0.2%	1.1%	16.6%	11.7%	i	9.4	22.2	-1.7%	1.7%	-0.1%
COc1ccc(S(=O)(=O)N2CCCN(CCC(=O)Nc3cccc(C(F)(F)F)c3)CC2)cc1	·	0.9%	1.2%	-1.6%	·	-0.5	-10.6	-1.3%	-4.6%	2.5%
O=C(CSc1nc(-c2ccco2)cc(C(F)(F)F)n1)N1CCN(c2ccc(Cl)cc2)CC1	-0.3%	3.0%	2.2%	-5.9%	i	28.2	-0.1	-3.8%	-0.9%	0.3%
Cc1cc2cccc(C)c2nc1SCC(=O)NCC1CCCO1 (stereo not drawn)	1.0%	1.2%	3.9%	-1.4%	i	-0.7	-4.4	2.2%	1.3%	-0.9%
O=C(Cn1cnc2c(nnn2Cc2ccc(Cl)cc2)c1=O)N1CCN(c2ccccc2)CC1	-0.3%	7.3%	11.1%	-1.4%	i	8.2	1.5	-5.1%	5.2%	2.3%
O=c1cc(CN2CCc3ccccc3C2)nc2sccn12	0.0%	3.1%	1.7%	-5.4%	i	4.4	9.9	4.5%	-0.6%	0.2%
CC(C)(C)OC(=O)N1CCC(c2cc(=O)n3[nH]c(-c4ccc(Cl)cc4)cc3n2)CC1	0.4%	3.7%	-3.7%	0.7%	i	-17.5	-9.4	-14.2%	-1.2%	-0.2%
COc1ccc(CCC(C)N2CCC(Oc3ccc(C(=O)N4CCCC4)cc3)CC2)cc1 (stereo not drawn)	-0.5%	-0.2%	11.9%	-2.6%	·	·	·	·	·	-0.4%
O=C(CCc1ccccc1)Nc1ccc(N2CCOCC2)cc1	-0.2%	-0.3%	5.4%	1.4%	i	15.6	8.5	-4.6%	0.6%	2.5%
CC(C)Cn1c(N)c(C(=O)COC(=O)c2cc(C(F)(F)F)nc3ccccc23)c(=O)n(C)c1=O	-0.3%	4.3%	13.4%	·	i	56.4	-23.3	-6.7%	-4.0%	·
Cc1noc(/C=C/c2ccco2)c1S(=O)(=O)N1CCC(C(=O)Nc2ccc(Cl)cn2)CC1	-0.6%	4.7%	10.2%	-3.6%	i	9.3	-21.1	1.8%	-2.0%	3.5%
O=C(NCCN1C(=O)CSC1=O)c1ccccc1	0.1%	-1.4%	1.0%	-2.1%	i	3.5	-4.1	-6.3%	1.6%	0.8%
Cc1nn(C)c(C)c1/C=C/C(=O)c1cccs1	0.0%	1.8%	5.6%	-2.4%	i	20.3	4.2	·	·	-0.1%
COCC1CCN(C(=O)c2cc(COc3ccc(-n4cncn4)cc3)on2)C1 (stereo not drawn)	-0.2%	2.7%	7.4%	-1.9%	·	·	·	·	·	-0.2%
Cc1ncc([N+](=O)[O-])n1CCOC(=O)C12CC3CC(CC(C3)C1)C2	0.6%	3.5%	14.5%	-3.9%	i	-7.1	-2.2	-1.6%	-0.2%	-1.2%
